# Source: PubChem (NCI)
# NCI-60 one-dose screen, 48 h, at 10 µM unless noted. Numbers give growth in % (100 = growth as untreated, 0 = no growth, -100 = all killed).
# HOP-92: HOP-92 NSCLC cells; hit rate 6.3% among 71,000
# UACC-62: UACC-62 melanoma. hit rate 5.4% among 81,000
# EKVX: EKVX NSCLC. hit rate 3% among 71,000. AID 1794765
# A549/ATCC: A549/ATCC NSCLC; AID 1794740; hit rate 3.7% among 81,000
# HOP-62: HOP-62 NSCLC; hit rate 3.9% among 80,000; AID 1794735
# CCRF-CEM: CCRF-CEM leukemia; hit rate 7% among 77,000; AID 1794778
# M14: M14 melanoma; hit rate 6.2% among 80,000; AID 1794745
# RPMI-8226: RPMI-8226 leukemia cells | hit rate 7.5% among 77,000 | AID 1794781
# The depositor's hits bear a star; . = not tested or not shown; [ ] = another dose, or the depositor's remark. Rule for the calls: active = growth percent below 10; inactive = the rest.
SMILES,HOP-92,UACC-62,EKVX,A549/ATCC,HOP-62,CCRF-CEM,M14,RPMI-8226
O=C(Oc1ccc(=O)[nH]n1)c1ccccc1,74,104,99,95,101,101,130,105
CCCC(=O)NC(c1cccnc1)c1cc(C)c2cccnc2c1O (configuration not stated),49,28,31,48,34,21,28,53
O=S1(=O)CCN(Cc2ccncc2)CC1,88,110,.,94,97,110,97,106
Cc1nc2cc(Nc3nc(NCCO)nc(Nc4ccc(F)cc4)n3)ccc2n1Cc1ccccc1,50,.,.,74,94,1.9*,93,14
O=C1CC(c2ccc3c(c2)OCO3)c2snc(C(=O)O)c2N1 (configuration not stated),100,95,108,99,95,110,103,113
O=C(O)Cn1c(O)c(C=C2N=c3ccccc3=N2)sc1=S,89,94,101,97,100,144,95,113
C#CCOc1c(OC)cc(C(=O)/C(C)=C/c2cccc(N=[N+]=[N-])c2)cc1OC,63,38,46,19,36,.,5.5*,44
c1ccc(C2c3ccccc3C(c3ccccc3)(c3ccccc3)c3ccccc32)cc1,108,87,105,92,105,99,97,91
Nc1nnc(-c2c[nH]c3ccc(F)cc23)c(-c2c[nH]c3ncc(Br)cc23)n1,64,61,79,83,65,75,87,51
O=S(c1ccccc1)c1ccc2nnnn2n1 (configuration not stated),101,99,101,100,108,45,99,96
COc1cccc2cc(-c3cc4ccccc4[nH]3)c(=Nc3ccc(Cl)cc3)oc12,98,85,82,96,91,109,94,.
Clc1ccc2c(NC3CCC(NC4CCCCC4)CC3)ccnc2c1 (configuration not stated),51,-31*,68,66,62,70,.,39
CCN(CC)CCCC(C)Nc1c(C)cnc2cc(Cl)ccc12 (configuration not stated),69,.,99,106,82,113,87,97
CCOC(=O)C(C)(C)O,91,96,102,.,102,97,108,109
O=c1oc2ccccc2cc1-c1cnc2ccccc2n1,95,98,.,93,98,92,109,105
CCOC(=O)CCCn1c(-c2c(O)c(O)cc3c(O)c(-c4c(C)cc5c(-c6nc7ccccc7n6CCCC(=O)OCC)c(O)c(O)cc5c4O)c(C)cc23)nc2ccccc21,105,94,96,89,.,98,98,99
CCOC(=O)c1cc2c(n1Cc1ccc(C)cc1)-c1oncc1CC2,117,98,95,97,98,95,128,101
Oc1ccc(CN2CCC(N3CCOCC3)CC2)c2cccnc12,-16*,13,59,14,17,22,24,7.8*
CC(=O)OC1CCC2(C)C(CCC3C2C/C(=N\O)C2(C)C(C(C)OC(C)=O)CCC32)C1 (configuration not stated),72,87,93,91,.,.,106,88
CC1=C(C)C(=O)C(N2CCN(c3cccc(C)c3)CC2)=CC1=O,117,84,88,105,86,85,.,83
CC(CCl)Cn1snc(Cl)c1=O (configuration not stated),117,101,104,99,104,102,107,111
Cc1ccc(Nc2cc(=O)[nH]c(N)n2)cc1,77,95,106,96,103,97,108,91
NC(N)=N/N=C/Cc1ccccc1,93,91,107,97,92,107,96,.
CCOC(=O)c1c(C)nc2c(c1N)C(=O)C(=O)N2c1ccccc1,73,89,90,91,92,116,106,93
COc1ccc(/C=C/c2c(C(=O)/C=C/c3ccc(F)cc3)c(C)nc3ccccc23)cc1,74,47,63,92,57,9.2*,65,-8.6*
# (listing goes on)
SMILES,HOP-92,UACC-62,EKVX,A549/ATCC,HOP-62,CCRF-CEM,M14,RPMI-8226
CC1(C)CC(=O)C2=C(C1)N(CCc1ccc(S(N)(=O)=O)cc1)C1=C(C(=O)CC(C)(C)C1)C2c1ccccc1,.,89,100,105,101,109,107,108
C=CC[n+]1cccc(C(N)=O)c1,113,106,101,112,99,102,99,106
O=C(O)c1ccc(=O)oc1,110,108,123,99,122,96,95,104
C=COCCC(C(=O)OCC)C(=O)OCC,100,106,.,95,86,103,101,100
COc1ccc(CN2CCc3c(nc(N)[nH]c3=O)C2)c(OC)c1,95[100 µM],90[100 µM],97[100 µM],97[100 µM],110[100 µM],.,110[100 µM],.
CCN(CC)C(=O)C=C(C)C,87,109,110,91,108,94,106,106
O=c1c([N+](=O)[O-])cn(Cc2ccccc2)c(=O)n1Cc1ccccc1,86,87,106,93,112,87,105,.
COC(=O)[C@]1(C)CCC[C@]2(C)[C@H]3C[C@H]4[C@H]5[C@@H]6C/C(=C\c7ccco7)C(=O)[C@H]5[C@@]3(CC[C@H]21)C[C@@]4(C(C)C)O6,77,63,78,96,84,87,100,55
Cc1cc(C)c2nc(NC(=O)C(Cl)(Cl)Cl)sc2c1,99,91,92,97,93,101,101,100
O=[N+]([O-])c1ccc(-c2nc(N3CCOCC3)c3c4c(sc3n2)CCCC4)cc1,111,85,94,96,82,101,86,109
NS(=O)(=O)c1cccc(N2C(=O)c3ccc(C(=O)O)cc3C2=O)c1,98,98,101,108,101,104,100,102
Oc1ccc(N=Nc2ccc(Br)cc2)c(O)c1,64,39,47,12,28,-20*,-19*,-37*
CC1CCC(=O)C1 (configuration not stated),.,111,.,98,104,.,102,95
CN(c1ccccc1)S(=O)(=O)c1ccc(NC(=O)CC(=O)c2ccccc2)cc1,96,93,90,96,92,92,111,82
CN(C)c1ccc(Cc2ccc(N(C)C)cc2Cl)c(Cl)c1,.,89,103,97,105,92,107,81
Nc1ccc(S(=O)c2ccc(N)cc2)cc1,103,99,103,103,113,102,97,107
COc1ccc(C(=O)NNc2nc(Cl)nc(N3CCN(C(c4ccccc4)c4ccccc4)CC3)n2)cc1,74,33,82,93,86,-8.7*,31,84
COc1cc(/C=C/c2cc(/C=C/c3ccc(O)c(OC)c3)[nH]c(=O)n2)ccc1O,34,63,72,72,71,17,75,62
FC(F)(F)c1cccc(-n2nnc3cnc(Nc4ccc(N5CCCCC5)cc4)nc32)c1,110,48,.,21,98,34,34,91
O=C(CNc1ccc2c(c1)C(=O)c1ccccc1C2=O)Nc1ccc2c(c1)C(=O)c1ccccc1C2=O,-66*,-93*,-19*,.,-87*,-12*,-79*,-37*
CC(=O)c1cccc(NC(=O)c2c(-c3ccccc3)c(-c3ccccc3)n[nH]c2=O)c1,85,98,.,109,112,.,105,80
CC(C)C(=O)Nc1nc2c(s1)CCc1ccn(S(=O)(=O)c3ccccc3)c1-2,108,88,78,83,81,90,95,90
CN(C)C(=S)SCc1cccs1,90,103,107,99,103,105,109,109
CCSc1nnc(NC(=O)Cc2ccc(Cl)cc2)s1,89,97,103,106,102,88,107,116
Clc1ccc(-c2nc(CSc3nc4ccccc4s3)no2)cc1,94,99,97,96,94,122,104,116

# One compound at a time (already shown). Screens in order: HOP-92, UACC-62, EKVX, A549/ATCC, HOP-62, CCRF-CEM, M14, RPMI-8226
# Results for `NS(=O)(=O)c1cccc(N2C(=O)c3ccc(C(=O)O)cc3C2=O)c1` : 98, 98, 101, 108, 101, 104, 100, 102
# Results for `CN(c1ccccc1)S(=O)(=O)c1ccc(NC(=O)CC(=O)c2ccccc2)cc1` : 96, 93, 90, 96, 92, 92, 111, 82
# Results for `CCSc1nnc(NC(=O)Cc2ccc(Cl)cc2)s1` : 89, 97, 103, 106, 102, 88, 107, 116

# Sorted by length of the SMILES (low to high): part of the list above
SMILES,HOP-92,UACC-62,EKVX,A549/ATCC,HOP-62,CCRF-CEM,M14,RPMI-8226
CN(C)C(=S)SCc1cccs1,90,103,107,99,103,105,109,109
C=CC[n+]1cccc(C(N)=O)c1,113,106,101,112,99,102,99,106
C=COCCC(C(=O)OCC)C(=O)OCC,100,106,.,95,86,103,101,100
Nc1ccc(S(=O)c2ccc(N)cc2)cc1,103,99,103,103,113,102,97,107
Oc1ccc(N=Nc2ccc(Br)cc2)c(O)c1,64,39,47,12,28,-20*,-19*,-37*
Cc1cc(C)c2nc(NC(=O)C(Cl)(Cl)Cl)sc2c1,99,91,92,97,93,101,101,100
O=c1c([N+](=O)[O-])cn(Cc2ccccc2)c(=O)n1Cc1ccccc1,86,87,106,93,112,87,105,.

# The list continues:
SMILES,HOP-92,UACC-62,EKVX,A549/ATCC,HOP-62,CCRF-CEM,M14,RPMI-8226
Cn1c(=O)c2[nH]c(C3CC4CCC3C4)nc2n(C)c1=O (configuration not stated),101,97,98,105,105,97,118,109
O=Cc1c(O)c2ccccc2[nH]c1=O,110,88,113,90,102,108,94,109
O=C1/C(=C/c2ccccc2)SC(=Nc2ccccc2)N1Nc1ccccc1,.,-4.3*,19,16,39,6.8*,-59*,-37*
CCOC(=O)c1c(N2CCN(C)CC2)[nH]c(=O)c(C=Nc2ccc(OC)cc2)c1O,72,97,81,84,91,84,96,100
COc1ccc2c(c1)C(N1CCCCCC1=O)CCN2Cc1ccc(Cl)cc1 (configuration not stated),.,83,79,110,96,91,93,70
COC(=O)c1ccccc1C(=O)c1c(C)cc(C)cc1C,107,92,109,84,95,99,108,93
C#CCOc1ccc(C(Nc2cc(C)ccc2C)c2nnnn2C2CCCCC2)cc1 (configuration not stated),81,69,76,79,90,84,97,82
CNC(=O)c1cc(Oc2ccc3c(c2)sc2nc(-c4cc(C(F)(F)F)cc(C(F)(F)F)c4)cn23)ccn1,27,53,45,39,25,64,69,50
CCCN(CCC)CC(O)CNc1cc(OC)cc2cccnc12 (configuration not stated),114,105,94,87,105,104,95,112
C[C@]12CC[C@@H]3c4ccc(O)cc4CC[C@H]3[C@@H]1CC[C@@H]2NS(=O)(=O)c1ccc(Cl)cc1,.,81,.,37,115,.,72,36
Cc1cc(=O)[nH]n1-c1ccc(C(F)(F)F)cc1N,111,.,94,97,96,.,102,103
CC1(O)Cn2c(nc3nccnc32)S1 (configuration not stated),101,104,.,101,88,97,102,95
CCCCCCC/C=C\CCCCCCCCc1nc(-c2cc(OC)c(OC)c(OC)c2)no1,.,81,93,104,101,107,98,78
CSc1nc2n(c(=O)c1C#N)-c1ccccc1Sc1ccccc1-2,75,79,100,96,.,89,96,87
O=[N+]([O-])c1cccc(/C=C/c2nc[nH]c2[N+](=O)[O-])c1,81,86,81,107,111,103,105,88
CC(C)c1ccc(-c2cnc3nonc3n2)cc1,.,14,72,53,58,1.8*,7.6*,.
Nc1nc2ccc([N+](=O)[O-])cc2[nH]1,95,94,106,105,105,113,105,97
CCCCCSB(SCCCCC)c1ccccc1,105,105,106,92,90,97,102,100
N#CC(c1c(Cl)cccc1N1CCCCC1)N1CCCCC1 (configuration not stated),140,105,.,95,99,.,107,112
CCN(CC)c1ccc2nc3ccc(N=Nc4ccc(O)cc4)cc3[n+](-c3ccccc3)c2c1,88,59,78,36,52,13,61,31
OC(Cc1ccnc2ccccc12)C(Cl)(Cl)Cl (configuration not stated),88,75,83,82,93,83,104,76
Cc1cc(C)cc(CCCCCCCCCCCCCCCCCC(=O)O)c1,116,106,.,97,107,.,98,99
CC(C)(Sc1cc(C(C)(C)C)c(O)c(C(C)(C)C)c1)Sc1cc(C(C)(C)C)c(OC(=O)CCCC(=O)O)c(C(C)(C)C)c1,40,26,54,35,67,43,55,37
C[C@H](NC(=O)[C@@H](C)N)[C@H](Oc1ccc2c(cnn2-c2ccc(F)cc2)c1)c1ccc2c(c1)OCCO2,-4.6*,-22*,43,39,51,16,-70*,21
NC(=O)c1[nH]c2cccnc2c1Sc1cccc(Cl)c1,94,96,.,96,93,104,102,97
# (list continues)
SMILES,HOP-92,UACC-62,EKVX,A549/ATCC,HOP-62,CCRF-CEM,M14,RPMI-8226
OC[C@H]1O[C@@H](O[C@H]2[C@H](O)[C@@H](O)[C@@H](O)O[C@@H]2CO)[C@H](O)[C@@H](O)[C@H]1O,112,99,102,110,113,98,101,105
Cc1[nH]n(C(N)=S)c(=O)c1N=Nc1ccc(F)c(Cl)c1,.,85,97,106,92,-8.1*,100,78
c1ccc(N=C2c3ccccc3-c3ccccc32)cc1,101,92,95,91,90,105,100,108
O=C(Nc1ccc(NC(=O)c2cc(O)c(O)c(O)c2)cc1)c1cc(O)c(O)c(O)c1,87,94,102,87,97,90,109,99
C#CCOc1ccc(/C=N/Nc2nc(-c3ccccc3)cs2)cc1,70,39,69,56,57,90,36,90
N#Cc1ccccc1Cn1c2nc(=N)c3ccccc3c-2nc2ccccc21,.,56,49,44,62,71,70,77
CN(CCn1ccnc1[N+](=O)[O-])c1ccc(C=O)cc1,104,96,108,105,106,102,109,111
c1cnc2nc3[nH]c4ccccc4c3nc2c1,94,109,113,108,114,113,102,105
CC(C)(C)C(=O)/C=C/c1ccccc1Cl,97,102,99,80,92,100,98,104
Nc1[nH]c(=O)ncc1F,83,96,97,106,119,129,104,126
O=C(/C(=N/O)[n+]1ccccc1)c1ccccc1,98,106,.,102,98,104,120,106
Cc1c(C(=O)Nc2nc3ccccc3[nH]2)cnn1-c1ccccn1,135,107,103,86,107,91,111,96
O=C(CCN1C(=O)/C(=C/c2ccc(O)cc2)SC1=S)Nc1ccccc1,90,82,100,93,86,72,97,.
COCC(=O)CC(C)=O,110,110,101,105,97,112,100,109
CC(=O)C(N)CC(C)C (configuration not stated),84,99,99,74,80,85,94,91
CC(N)C(=O)NC(C(=O)NC1C(O)OC(CO)C(O)C1O)C(C)C (configuration not stated),105,96,98,83,86,99,101,101
Cc1ccc(S(=O)(=O)N(C)CC(=O)NNC(=O)Cc2ccc3c(c2)OCCO3)cc1,103,93,111,95,114,109,129,93
COc1ccc2c(c1)/C(=C1/S/C(=N/c3nnc(-c4ccc(O)cc4)s3)NC1=O)C(=O)N2Cc1ccc(Cl)cc1,92,102,99,99,.,87,103,90
Cc1cc(CNc2nc3ccc(OC/C(=C/F)CN)cc3o2)cc(C)n1,103,96,67,96,74,119,107,121
Cn1nc(C(=O)O)c(=O)[nH]c1=S,.,104,97,103,90,98,116,95
CCN(C(=O)N1CCN(c2cc3c(cc2F)c(=O)c(C(=O)O)cn3C2CC2)CC1)c1nc(-c2ccc(Br)cc2)cs1,85,78,96,98,88,91,99,96

# In the list so far, two have a tert-butyl group:
SMILES,HOP-92,UACC-62,EKVX,A549/ATCC,HOP-62,CCRF-CEM,M14,RPMI-8226
CC(C)(Sc1cc(C(C)(C)C)c(O)c(C(C)(C)C)c1)Sc1cc(C(C)(C)C)c(OC(=O)CCCC(=O)O)c(C(C)(C)C)c1,40,26,54,35,67,43,55,37
CC(C)(C)C(=O)/C=C/c1ccccc1Cl,97,102,99,80,92,100,98,104

# Rows are unselected; overall some 12% were active at least once.
